Source: PubChem (NCI)
All columns: NCI-60 one-dose screen, growth in % after 48 h at 10 µM unless noted; 100 = growth as untreated, 0 = no growth, -100 = all killed.
RPMI-8226: RPMI-8226 leukemia cells; actives 7.5% (n = 77,000)
HOP-62: HOP-62 NSCLC; actives 3.9% (n = 80,000)
A549/ATCC: A549/ATCC NSCLC; actives 3.7% (n = 81,000); AID 1794740
CCRF-CEM: CCRF-CEM leukemia; AID 1794778; actives 7% (n = 77,000)
EKVX: EKVX NSCLC | actives 3% (n = 71,000) | AID 1794765
HOP-92: HOP-92 NSCLC cells. actives 6.3% (n = 71,000)
M14: M14 melanoma | AID 1794745 | actives 6.2% (n = 80,000)
MDA-MB-435: MDA-MB-435 melanoma | actives 7.8% (n = 82,000) | AID 1794794
* hit, by the source's call. The calls were made as follows: active = growth percent below 10; inactive = the rest.

The opening 6 compounds, ahead of the listing:
Cc1nc(N)nc(N(C)c2ccccc2)c1Br was read as HOP-62 100.0, A549/ATCC 91.3, CCRF-CEM 95.2, EKVX 74.9, HOP-92 87.6, M14 95.4 and MDA-MB-435 38.0.
O=C(NCc1ccccc1)Nc1ncccc1OCc1ccccc1 was read as RPMI-8226 107.5, HOP-62 93.5, A549/ATCC 87.7, CCRF-CEM 97.4, EKVX 101.7, HOP-92 79.3, M14 95.4 and MDA-MB-435 94.9.
Screening O=C1[C@H]2Cc3c([nH]c4ccccc34)[C@@H](c3c(Cl)cccc3Cl)N2C(=O)CN1C1CCN(Cc2c(Cl)cccc2Cl)CC1 returned RPMI-8226 87.8, HOP-62 96.3, A549/ATCC 84.1, CCRF-CEM 90.2, EKVX 76.4, HOP-92 65.5, M14 89.1 and MDA-MB-435 98.6.
Screening CCOC(=O)C(=O)O returned HOP-62 97.0, A549/ATCC 98.9, CCRF-CEM 106.6, M14 101.6 and MDA-MB-435 106.7.
For CC(=O)OC[C@H]1OC(Sc2sc(C(=O)c3ccc(Cl)cc3)c(N)c2-c2nc3ccccc3s2)[C@H](OC(C)=O)[C@@H](OC(C)=O)[C@@H]1OC(C)=O (stereo partly drawn) the results were RPMI-8226 73.0, HOP-62 90.3, A549/ATCC 86.4, CCRF-CEM 70.9, EKVX 80.4, HOP-92 93.7, M14 89.6 and MDA-MB-435 96.5.
Screening Cc1nc2sc(C(=O)Nc3ccncc3)c(N)c2cc1C(C)O (stereo not drawn) returned RPMI-8226 105.8, HOP-62 85.8, A549/ATCC 91.1, CCRF-CEM 96.6, EKVX 96.8, HOP-92 98.3, M14 112.4 and MDA-MB-435 99.4.

The listing (from the top)
Cc1nc(N)nc(N(C)c2ccccc2)c1Br was read as HOP-62 100.0, A549/ATCC 91.3, CCRF-CEM 95.2, EKVX 74.9, HOP-92 87.6, M14 95.4 and MDA-MB-435 38.0.
O=C(NCc1ccccc1)Nc1ncccc1OCc1ccccc1 was read as RPMI-8226 107.5, HOP-62 93.5, A549/ATCC 87.7, CCRF-CEM 97.4, EKVX 101.7, HOP-92 79.3, M14 95.4 and MDA-MB-435 94.9.
Screening O=C1[C@H]2Cc3c([nH]c4ccccc34)[C@@H](c3c(Cl)cccc3Cl)N2C(=O)CN1C1CCN(Cc2c(Cl)cccc2Cl)CC1 returned RPMI-8226 87.8, HOP-62 96.3, A549/ATCC 84.1, CCRF-CEM 90.2, EKVX 76.4, HOP-92 65.5, M14 89.1 and MDA-MB-435 98.6.
Screening CCOC(=O)C(=O)O returned HOP-62 97.0, A549/ATCC 98.9, CCRF-CEM 106.6, M14 101.6 and MDA-MB-435 106.7.
For CC(=O)OC[C@H]1OC(Sc2sc(C(=O)c3ccc(Cl)cc3)c(N)c2-c2nc3ccccc3s2)[C@H](OC(C)=O)[C@@H](OC(C)=O)[C@@H]1OC(C)=O (stereo partly drawn) the results were RPMI-8226 73.0, HOP-62 90.3, A549/ATCC 86.4, CCRF-CEM 70.9, EKVX 80.4, HOP-92 93.7, M14 89.6 and MDA-MB-435 96.5.
Screening Cc1nc2sc(C(=O)Nc3ccncc3)c(N)c2cc1C(C)O (stereo not drawn) returned RPMI-8226 105.8, HOP-62 85.8, A549/ATCC 91.1, CCRF-CEM 96.6, EKVX 96.8, HOP-92 98.3, M14 112.4 and MDA-MB-435 99.4.
`Clc1ccc2c(c1)C(Br)c1cc(Cl)cc(Cl)c1-2` (stereo not drawn) gave HOP-62 88.1, A549/ATCC 98.4, CCRF-CEM -37.8*, EKVX 46.2, HOP-92 53.5, M14 34.8 and MDA-MB-435 85.7.
O=C(O)c1cn(C2CC2)c2cc(N3CCN(Cc4nc5c(cnn5-c5ccc(Cl)cc5)c(=O)[nH]4)CC3)c(F)cc2c1=O was read as RPMI-8226 114.9, HOP-62 100.0, A549/ATCC 101.3, CCRF-CEM 109.1, EKVX 92.1, HOP-92 100.2, M14 94.6 and MDA-MB-435 105.4.
Screening Clc1ccc(-c2ccc(-c3ccc(/C=N/NC4=NCCN4)cc3)s2)nc1 returned RPMI-8226 30.6, HOP-62 89.2, A549/ATCC 95.0, CCRF-CEM 47.4, EKVX 100.3, HOP-92 60.7, M14 98.5 and MDA-MB-435 106.6.
`CCc1nn2c(-c3ccc(F)cc3)c(-c3cc(OC)c(OC)c(OC)c3)nc2s1` gave RPMI-8226 77.1, HOP-62 89.8, A549/ATCC 87.3, CCRF-CEM 89.6, M14 98.2 and MDA-MB-435 99.7.
For COCCCNc1ncnc2[nH]ncc12 the results were RPMI-8226 94.9, HOP-62 95.1, A549/ATCC 103.9, CCRF-CEM 112.6, EKVX 101.4, HOP-92 93.4, M14 94.1 and MDA-MB-435 121.4.
`CCn1c(SCC(=O)Nc2cccc(C(=O)/C=C/c3cc(OC)c(OC)c(OC)c3)c2)nc2ccccc2c1=O` gave RPMI-8226 -7.1*, HOP-62 53.8, A549/ATCC 41.1, CCRF-CEM 4.6*, EKVX 68.6, HOP-92 34.6 and MDA-MB-435 36.7.
For CCOC(=O)c1c(C)oc2ncnc(Nc3ccc(NC(=O)Nc4cccc(Cl)c4)cc3)c12 the results were RPMI-8226 46.1, A549/ATCC 32.3, CCRF-CEM 31.5, EKVX 72.3, HOP-92 50.7, M14 48.6 and MDA-MB-435 65.8.
Screening COc1ccc(C)cc1OC returned HOP-62 102.0, A549/ATCC 96.9, EKVX 108.1, M14 115.4 and MDA-MB-435 108.2.
Screening COc1ccc(/C=C/c2nc(NCCCN(C)C)c3ccccc3n2)cc1 returned RPMI-8226 0.4*, HOP-62 83.9, A549/ATCC 91.2, CCRF-CEM -44.9*, EKVX 64.3, HOP-92 0.9* and MDA-MB-435 -57.9*.
Screening Cc1nn(-c2ccccc2)c(N2CCOCC2)c1-c1nc2ccc(C(=O)NN)cc2[nH]1 returned RPMI-8226 100.7, HOP-62 95.0, A549/ATCC 102.5, CCRF-CEM 95.0, EKVX 104.4, HOP-92 94.2, M14 105.4 and MDA-MB-435 107.3.
For Cc1ccc(C2=NN(C=O)C(c3sc(N4CCOCC4)nc3Cl)C2)cc1 (stereo not drawn) the results were RPMI-8226 101.2, HOP-62 106.8, A549/ATCC 101.5, CCRF-CEM 98.0, M14 109.4 and MDA-MB-435 91.3.
`CCn1cc(C(=O)NNC(=O)Nc2c(Cl)cccc2Cl)c(=O)c2ccc(C)nc21` gave RPMI-8226 94.7, HOP-62 90.6, A549/ATCC 88.1, CCRF-CEM 91.7, EKVX 101.9, HOP-92 96.2, M14 104.5 and MDA-MB-435 99.2.
Screening CC(=O)N(C)N=Nc1ccc(C)cc1 returned RPMI-8226 101.5, HOP-62 95.8, A549/ATCC 113.4, CCRF-CEM 95.6, EKVX 101.2, HOP-92 100.4, M14 96.7 and MDA-MB-435 102.6.
Screening COc1ccc(/C=c2\c(=O)n(-c3ccccc3)c3nn4c(n23)=NNC(N=Nc2ccc(Cl)cc2)=C4C)cc1 returned RPMI-8226 105.9, HOP-62 82.1, A549/ATCC 107.9, CCRF-CEM 100.1, EKVX 85.1, HOP-92 92.3, M14 101.8 and MDA-MB-435 108.5.
Screening COc1cc2oc(-c3cccc(C(=O)N[C@@H](C)C(=O)OC(C)(C)C)c3)cc(=O)c2c(OC)c1OC returned RPMI-8226 42.0, HOP-62 75.0, A549/ATCC 69.3, CCRF-CEM 59.6, EKVX 82.4, HOP-92 53.1, M14 95.4 and MDA-MB-435 81.6.
For Oc1cc(OCc2ccc(Cl)cc2)ccc1-c1[nH]ncc1Oc1ccccc1 the results were RPMI-8226 78.4, HOP-62 105.3, A549/ATCC 88.4, CCRF-CEM 85.7, EKVX 89.2, HOP-92 119.1, M14 86.1 and MDA-MB-435 92.6.
Screening COc1cc(NC(C)CN(CC(C)C)C(C)C)c2ncccc2c1 (stereo not drawn) returned RPMI-8226 102.0, HOP-62 108.7, A549/ATCC 105.0, CCRF-CEM 114.4, EKVX 104.9, HOP-92 74.4, M14 102.3 and MDA-MB-435 113.8.
Screening C=CCSc1nnc(-c2c(C)nc3sccn23)o1 returned RPMI-8226 86.0, HOP-62 106.3, A549/ATCC 92.7, CCRF-CEM 90.3, EKVX 76.4, HOP-92 72.4, M14 92.5 and MDA-MB-435 101.2.
`CCCCOC(=O)N1CCCCC1CCCC` (stereo not drawn) gave RPMI-8226 99.4, HOP-62 99.1, A549/ATCC 104.3, CCRF-CEM 97.8, EKVX 97.9, HOP-92 92.0, M14 104.1 and MDA-MB-435 97.2.
Screening CC(C)(C)OC(=O)N[C@@H](Cc1ccccc1)C(=O)N(Cc1ccccc1)C1(C(=O)NCc2ccccc2)CCN(Cc2ccccc2)CC1 returned RPMI-8226 22.8, HOP-62 56.2, A549/ATCC 24.8, CCRF-CEM 33.9, HOP-92 -8.5*, M14 40.2 and MDA-MB-435 41.0.
Screening C=C(C)[C@@H]1CC[C@]2(COS(=O)(=O)c3ccc(C)cc3)CC[C@]3(C)[C@H](CC[C@@H]4[C@@](C)(CCCN)[C@H](C(=C)C)CC[C@]43C)[C@@H]12 returned RPMI-8226 66.6, HOP-62 97.1, A549/ATCC 85.5, CCRF-CEM 97.1, EKVX 88.9, HOP-92 78.1, M14 94.4 and MDA-MB-435 98.6.
Screening COc1cc(-c2nnc(SCC(=O)Nc3ccc(/C(C)=N\O)cc3)o2)cc(OC)c1OC returned RPMI-8226 100.2, HOP-62 89.0, A549/ATCC 85.9, CCRF-CEM 108.8, EKVX 96.2, HOP-92 90.6, M14 97.4 and MDA-MB-435 62.7.
Screening O=C(/C=C/c1ccc(Br)cc1)c1ccc(-n2cc(CN3CCN(c4cc5c(cc4F)c(=O)c(C(=O)O)cn5C4CC4)CC3)nn2)cc1 returned RPMI-8226 34.2, HOP-62 87.4, A549/ATCC 87.3, CCRF-CEM 56.3, EKVX 90.7, HOP-92 84.6, M14 87.0 and MDA-MB-435 86.6.
`CCCCC(C)(C)O` gave HOP-62 102.5, A549/ATCC 93.3, CCRF-CEM 93.8, EKVX 95.7, HOP-92 83.4, M14 91.2 and MDA-MB-435 98.4.
C1CC(=NN=C2CCSCC2)CCS1 was read as RPMI-8226 103.0, HOP-62 99.8, A549/ATCC 103.7, CCRF-CEM 91.9, EKVX 103.2, HOP-92 102.0, M14 95.8 and MDA-MB-435 97.6.
Screening O=C(N/N=C/c1ccc(F)cc1)c1ccc2cccc(O)c2n1 returned RPMI-8226 107.2, HOP-62 99.1, A549/ATCC 103.6, CCRF-CEM 104.0, EKVX 80.0, HOP-92 93.5, M14 103.9 and MDA-MB-435 105.0.
Screening CC1(C)CC[C@]2(C(=O)NCCCCCCN(CCCN)CCCN)CC[C@]3(C)C(=CC[C@@H]4[C@@]5(C)CC[C@H](O)C(C)(C)[C@@H]5CC[C@]43C)[C@@H]2C1 returned RPMI-8226 100.2, HOP-62 110.6, A549/ATCC 93.1, CCRF-CEM 104.5, EKVX 91.8, HOP-92 101.1, M14 104.9 and MDA-MB-435 104.6.
CN=c1ccc2nc3ccc(N)cc3sc-2c1 was read as HOP-62 29.0, A549/ATCC 9.4*, CCRF-CEM 21.5, HOP-92 53.5, M14 9.4* and MDA-MB-435 -62.6*.
`c1ccc(-c2nnc(-c3ccccc3)nn2)cc1` gave RPMI-8226 76.7, HOP-62 115.1, A549/ATCC 105.6, CCRF-CEM 81.6, EKVX 93.4, HOP-92 84.7, M14 117.6 and MDA-MB-435 104.8.
For N#C/C(C(=O)c1ccccc1)=C1/C(=O)Nc2ccc([N+](=O)[O-])cc21 the results were RPMI-8226 80.0, HOP-62 91.1, A549/ATCC 101.5, CCRF-CEM 107.2, EKVX 81.2, HOP-92 64.1, M14 104.4 and MDA-MB-435 100.8.
C/C=C(\C)CO[C@H]1Cc2cc3ccc(=O)oc3cc2OC1(C)C was read as RPMI-8226 84.0, HOP-62 95.3, A549/ATCC 95.1, CCRF-CEM 101.0, EKVX 89.0, HOP-92 96.2, M14 107.9 and MDA-MB-435 97.5.
CC(=O)n1ncc2ccc([N+](=O)[O-])cc21 was read as RPMI-8226 94.4, HOP-62 89.2, A549/ATCC 100.9, CCRF-CEM 96.0, HOP-92 107.3, M14 103.3 and MDA-MB-435 92.2.
`C=C1CC[C@@H]2[C@]3(C)COC(c4cn[nH]c4-c4ccc(Br)cc4)O[C@@H]3CC[C@@]2(C)[C@@H]1C/C=C1/C(=O)OCC1O` (stereo partly drawn) gave RPMI-8226 3.9*, HOP-62 -46.1*, A549/ATCC -30.5*, CCRF-CEM -6.2*, EKVX -51.0*, M14 -69.5* and MDA-MB-435 -64.4*.
COC(=O)[C@@H]1CCCC[C@@H]1C(=O)O was read as RPMI-8226 93.8, HOP-62 101.2, A549/ATCC 105.2, HOP-92 90.5, M14 96.9 and MDA-MB-435 95.1.
Screening COc1ccccc1NC(=S)Nc1ccccc1OC returned RPMI-8226 98.4, HOP-62 108.5, A549/ATCC 100.2, CCRF-CEM 114.9, EKVX 125.5, HOP-92 89.9, M14 113.9 and MDA-MB-435 113.6.
Nc1cccc(-c2nc3sccn3c2-c2ccnc(NCCNS(=O)(=O)c3cccc(F)c3)n2)c1 was read as RPMI-8226 92.3, HOP-62 104.5, A549/ATCC 88.8, CCRF-CEM 93.5, EKVX 84.1, HOP-92 82.8, M14 94.1 and MDA-MB-435 78.9.
`CCOC(=O)C1(NC(=O)CN2C(=O)c3ccccc3C2=O)CCCC1` gave HOP-62 111.5, A549/ATCC 97.9, CCRF-CEM 104.1, EKVX 92.9, HOP-92 91.6, M14 110.0 and MDA-MB-435 98.6.
`CCN(CC)CCCC(C)N(Cc1ccccc1)CC(O)c1ccc(Br)cc1` (stereo not drawn) gave RPMI-8226 107.9, A549/ATCC 104.3, CCRF-CEM 103.0, EKVX 88.7, HOP-92 90.5, M14 97.2 and MDA-MB-435 107.5.
For O=C(CSc1nnc2n3c(nn12)SCC(c1ccccc1)=N3)c1ccc(Br)cc1 the results were RPMI-8226 102.6, HOP-62 104.6, A549/ATCC 105.9, CCRF-CEM 102.9, EKVX 101.3, HOP-92 117.2, M14 101.3 and MDA-MB-435 100.2.
